# From PubChem
# PhoP GFP inhibition = PhoP regulon inhibitors, Salmonella typhi PhoP promoter GFP reporter, confirmatory (AID 1850); Salmonella Typhi PhoP-promoter GFP reporter, fluorescence, 4 h; higher % means a stronger effect; inhibition, % at 50 µM, or IC50 in µM where a hit was titrated; 310,000 tested, 0.33% active; in the data active = a potency from the dose series; inconclusive = inhibition mostly from about 25% at the one dose, without a potency; inactive = the rest, 99 in 100 with inhibition below about 19%;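 also: 0% = induced wells with vehicle and 100% = uninduced wells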
# M. tuberculosis HTS = M. tuberculosis growth inhibition, HTS (AID 449762). 330,000 tested, 0.59% active. M. tuberculosis H37Rv growth inhibition, 7H9 media; higher % means a stronger effect. one-dose inhibition, % at 25 µM; IC50 in µM for titrated hits; in the data active = a potency from the dose series; inconclusive = inhibition above about 70% without an active follow-up result;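 also: bacterial growth assessed after seven days of incubation; strong numbers were not always called active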
# M. tuberculosis = growth inhibition of non-replicating M. tuberculosis (AID 488890); Mycobacterium tuberculosis non-replicating, growth inhibition; higher % means a stronger effect; one-dose inhibition, % at 25 µM; IC50 in µM for titrated hits; 320,000 tested, 0.39% active; in the data active = a potency from the dose series; inconclusive = inhibition mostly from about 82% at the one dose, without a potency; inactive = the rest, 99 in 100 with inhibition below about 76%;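 also: plate controls were DMSO cells for no effect and high antibiotic wells for full effect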
# inhibitors of VEEV = inhibitors of VEEV TC-83 cytopathic effect, confirmation, Vero cells (AID 588727). Vero cells, VEEV TC-83 cytopathic effect inhibition; higher % means a stronger effect. one-dose inhibition, % at 20 µM; IC50 in µM for titrated hits. 350,000 tested, 0.13% active; in the data active = a potency from the dose series; inconclusive = inhibition mostly from about 14% at the one dose, without a potency; inactive = the rest, 99 in 100 with inhibition below about 12%; also: strong numbers were not always called active
# H1N1 NS1A inhibition = H1N1 influenza NS1A inhibitors, functional cell based assay (AID 504329) | NS1A functional cell-based assay, percent inhibition; higher % means a stronger effect | inhibition, % at 12.5 µM, or IC50 in µM where a hit was titrated | 340,000 tested, 0.3% active; in the data active = a potency from the dose series; inconclusive = inhibition above about 27% without an active follow-up result; also: strong numbers were not always called active
# inhibitors of VEEV 10K pilot screen = recorded beside inhibitors of VEEV, whose call it bears; inhibition, %; measured here: 10K pilot screen inhibition
# An asterisk follows results filed as active; i = inactive; ? = inconclusive; . = not tested or not shown.
SMILES,PhoP GFP inhibition,M. tuberculosis HTS,M. tuberculosis,inhibitors of VEEV,H1N1 NS1A inhibition,others
Cc1ccc(NC2=Nc3ccccc3CS2)cc1,-5%,4%,8%,i,5%,
COC(=O)c1cc(S(=O)(=O)NCC2CCN(Cc3ccccc3F)CC2)c[nH]1,5%,5%,4%,0.9%,-2%,
CC1=NNC(=O)C1CC(=O)N/N=C(\C)c1ccco1 (stereo not drawn),6%,0%,-2%,1.9%,-5%,inhibitors of VEEV 10K pilot screen=0.4
Cc1cccn2c(=O)c(/C=C(\C#N)C(=O)NC3CCS(=O)(=O)C3)c(Oc3ccc(F)cc3)nc12 (stereo not drawn),-1%,-3%,-4%,1.9%,-7%,
Cc1nnc(SCC(=O)NC2CCCC(C)C2C)n1N (stereo not drawn),.,-2%,-12%,0.7%,3%,
CCn1ncc(Br)c1C(=O)Nc1nccs1,-8%,-6%,7%,3.4%,8%,
CCOc1ccc(S(=O)(=O)N2CCOCC2)cc1NC(=O)CN1C(=O)NC2(CCCCC2)C1=O,.,-9%,-7%,3.2%,-7%,
O=C(COC(=O)c1ccc[nH]c1=O)NC1CCCc2ccccc21 (stereo not drawn),1%,-9%,12%,0.1%,13%,
Cc1nc2c(Br)c3nc(C(F)(F)F)[nH]c3c(Br)c2[nH]1,-14%,-4%,12%,1.5%,-17%,
Cc1ccc(CNc2ccc(S(=O)(=O)N3CCOCC3)cc2[N+](=O)[O-])cc1,-9%,0%,39%,5.8%,4%,
CN(C)/C=C/C(=O)/C=C/c1ccc(Cl)cc1,-9%,2%,56%,1.0%,-3%,inhibitors of VEEV 10K pilot screen=1.1
O=C(CSc1nc2ccc(NC(=O)CSc3nnnn3-c3ccccc3)cc2s1)Nc1ccccc1,-2%,-6%,26%,i,-2%,
CCOC(=O)c1cnn(Cc2ccccc2)c1N,8%,-5%,-12%,i,-10%,
O=C(NCCC1CCCCN1S(=O)(=O)c1ccc(Cl)cc1)C(=O)NCc1cccnc1 (stereo not drawn),3%,13%,13%,10%,-2%,
C=CC[C@]12CCc3ccccc3C1N(c1ccc(C(=O)OCC)cc1)C2=O (stereo partly drawn),.,3%,15%,0.6%,3%,
COc1ccc(N=Cc2c(O)c3ccccc3oc2=O)cc1,-8%,?,59%,5.2%,-3%,
COc1ccccc1NC(=O)COc1ccc(C(=O)OCC(=O)NC(C)(C)C)cc1OC,-5%,6%,31%,3.8%,-17%,
Cc1cnc(C(=O)OCC(=O)c2ccc(-c3ccccc3)cc2)cn1,-4%,-25%,27%,4.0%,0%,
O=C(NCCc1ccccc1)C1CC1,-6%,-3%,-19%,0.6%,-1%,
Cn1c(NC(=O)/C=C/c2ccco2)cc(=O)n(C)c1=O,-8%,-8%,-16%,2.7%,4%,
CCOC(=O)C1CCN(C(=O)c2cn(C)c(=O)c3cc(OC)c(OC)cc23)CC1,-7%,-5%,-10%,2.0%,6%,
COc1ccccc1/C=N/NC(=O)C(=O)N1CCN(c2ccccc2OC)CC1,6%,-1%,0%,0.9%,-6%,
CC1Cc2ccccc2N1Cc1nc2cc(C(F)(F)F)ccc2c(=O)[nH]1 (stereo not drawn),20%,9%,27%,3.4%,5%,
CCCn1c(=O)c2c(C(=O)OCC)cc(-c3ccco3)nc2n(CCC)c1=O,.,.,.,3.7%,20%,
O=C(NCc1ccco1)C(=O)N1CCCC1,1%,3%,-2%,i,-4%,

# Copied from the listing (5 entries):
SMILES,PhoP GFP inhibition,M. tuberculosis HTS,M. tuberculosis,inhibitors of VEEV,H1N1 NS1A inhibition,others
CCOC(=O)C1CCN(C(=O)c2cn(C)c(=O)c3cc(OC)c(OC)cc23)CC1,-7%,-5%,-10%,2.0%,6%,
COc1ccccc1/C=N/NC(=O)C(=O)N1CCN(c2ccccc2OC)CC1,6%,-1%,0%,0.9%,-6%,
CC1Cc2ccccc2N1Cc1nc2cc(C(F)(F)F)ccc2c(=O)[nH]1 (stereo not drawn),20%,9%,27%,3.4%,5%,
CCCn1c(=O)c2c(C(=O)OCC)cc(-c3ccco3)nc2n(CCC)c1=O,.,.,.,3.7%,20%,
O=C(NCc1ccco1)C(=O)N1CCCC1,1%,3%,-2%,i,-4%,

# Next results follow.
SMILES,PhoP GFP inhibition,M. tuberculosis HTS,M. tuberculosis,inhibitors of VEEV,H1N1 NS1A inhibition,others
O=C(NNC(=S)Nc1ccccc1)c1ccc(O)cc1,9%,6%,-4%,2.8%,-8%,
O=C(Nc1ccc2c(c1)OCCO2)C1CCN(S(=O)(=O)Cc2ccccc2)CC1,7%,7%,8%,1.8%,-7%,
FCCCOc1ccc(-c2nccc(-c3ccc(F)cc3)n2)cc1,5%,?,8%,0.8%,-5%,
C/C(=N\NC(=O)c1ccncc1)c1c(O)n(Cc2ccccc2)c(=O)[nH]c1=O,-5%,?,59%,2.2%,-19%,
CN1C(=O)NC(NC(=O)c2cccs2)(C(F)(F)F)C1=O (stereo not drawn),-3%,-2%,2%,i,-4%,
O=C1c2ccccc2C(=O)N1CCCOCc1c[nH]c(=O)[nH]c1=O,13%,-3%,-3%,0.6%,4%,
Cc1cc(SCC(=O)c2cccs2)nc2c(C)cccc12,-6%,3%,50%,2.9%,0%,
O=C(NC1CC1)C1=C[C@H](c2ccc3c(c2)OCO3)C[C@H](OCc2ccc(CO)cc2)O1,-7%,3%,3%,1.3%,-19%,
COc1ccc(S(=O)(=O)Nc2cccc(SC)c2)cc1OC,5%,2%,5%,i,-6%,
CCN(CC)S(=O)(=O)c1ccc(N/N=C/c2cc(OC)c(OC)cc2OC)nc1,-21%,9%,2%,0.6%,-6%,
COc1nc(OCC#N)nc(N(C)C)n1,-5%,6%,-2%,i,0%,
O=C(NCCCCc1ccccc1)c1ccccc1F,-8%,3%,?,0.1%,-4%,
O=C(NCc1cc(C(F)(F)F)ccc1F)C1CCC(=O)N(C2CCCCCC2)C1 (stereo not drawn),11%,3%,14%,0.5%,-10%,
CCCCn1c(N)c(N(CC(C)C)C(=O)c2cc(S(=O)(=O)N3CCOCC3)ccc2Cl)c(=O)[nH]c1=O,-1%,-4%,14%,1.3%,-3%,
CCC(C)(C)NC(=O)c1cc([N+](=O)[O-])ccc1N1CCCCC1,-6%,0%,-10%,1.2%,7%,
Cc1ccc(Nc2c(O)nc[nH]c2=O)cc1,.,.,.,?,-2%,
O=C1CCCN1CCC(=O)N1CCCC(Nc2ccc(F)c(F)c2)C1 (stereo not drawn),-8%,-16%,-2%,0.2%,-2%,
Cc1nc2cc(NC(=O)c3cccc(S(C)(=O)=O)c3)ccc2o1,-10%,15%,-10%,1.6%,5%,
CC12CCC(C(=O)N(CC(=O)O)C1=O)C2(C)C (stereo not drawn),1%,-4%,-18%,0.1%,-3%,
COc1ccc(S(=O)(=O)NNc2nc(C)cc(C)n2)cc1Br,4%,-1%,-5%,0.1%,2%,
COc1ccccc1/C=C(/CC(=O)NCc1ccc(F)cc1)c1nc2ccccc2s1,-14%,-10%,25%,9.3%,-3%,
CCN(CC)c1ccc(CN2CCCCCC2)cc1,5%,27%,-9%,1.3%,1%,
O=C(NCCS(=O)(=O)c1ccc(Br)cc1)c1ccc(Cl)cc1Cl,-7%,2%,-11%,1.6%,0%,
Cc1ccc(OCC(=O)N/N=C2/SCC(=O)N2Cc2ccco2)cc1,-2%,2%,16%,0.7%,-8%,
CCOC(=O)c1c(-n2cnnn2)sc2c1CCCC2,-8%,3%,.,0.7%,-6%,

# Structural class: the compounds so far with an aryl thioether with sulfur outside any ring (4)
SMILES,PhoP GFP inhibition,M. tuberculosis HTS,M. tuberculosis,inhibitors of VEEV,H1N1 NS1A inhibition,others
Cc1nnc(SCC(=O)NC2CCCC(C)C2C)n1N (stereo not drawn),.,-2%,-12%,0.7%,3%,
O=C(CSc1nc2ccc(NC(=O)CSc3nnnn3-c3ccccc3)cc2s1)Nc1ccccc1,-2%,-6%,26%,i,-2%,
Cc1cc(SCC(=O)c2cccs2)nc2c(C)cccc12,-6%,3%,50%,2.9%,0%,
COc1ccc(S(=O)(=O)Nc2cccc(SC)c2)cc1OC,5%,2%,5%,i,-6%,

# New compounds follow.
SMILES,PhoP GFP inhibition,M. tuberculosis HTS,M. tuberculosis,inhibitors of VEEV,H1N1 NS1A inhibition,others
O=C(Nc1ccc2c(c1)OCO2)c1cnn2cccnc12,4%,-10%,15%,1.1%,-3%,
Cc1ccc(C(=O)NN2C(=O)CSC2=S)cc1,3%,-8%,11%,0.1%,-1%,
CC(NC(=O)C(=O)NN=C1CCCC1)c1ccccc1 (stereo not drawn),-1%,-2%,1%,0.7%,-2%,
Cc1ccc2cc(NC(=O)c3ccc(C(C)(C)C)cc3)ccc2n1,12%,1%,-11%,7.5%,-13%,
CCc1ccc(NC(=O)C2CCCN2S(=O)(=O)c2ccc3c(c2)C(C)(C)C(=O)N3C)cc1 (stereo not drawn),-14%,-13%,25%,i,-1%,
O=C(NCC(c1ccco1)N1CCCC1)c1cccc(S(=O)(=O)Nc2ccc(Br)cc2)c1 (stereo not drawn),2%,0%,23%,i,4%,
Cn1nnc(NC(=O)c2ccc3ccccc3c2)n1,-11%,-2%,6%,i,2%,
O=C(c1cccs1)N1CCN=C1SCc1cccc(F)c1,-5%,-6%,10%,0.5%,-16%,
CC(C)(C)NC(=O)C1CCN(C(=O)c2ccc(-c3ccccc3)cc2)CC1,2%,0%,7%,4.2%,-12%,
Cc1ccsc1CN(C)C(=O)CN1C(=O)NC2(CCCc3ccccc32)C1=O (stereo not drawn),.,7%,28%,0.2%,-9%,
O=C(NN1C(=O)c2ccccc2NC1c1ccccn1)c1ccccc1 (stereo not drawn),-9%,5%,27%,0.7%,-6%,inhibitors of VEEV 10K pilot screen=0.4
COc1cccc(/C=C/C2=CC(C)(C)NC(=S)N2)c1,-5%,2%,26%,0.7%,8%,inhibitors of VEEV 10K pilot screen=0.0
CCOCCCNC(=O)c1ccc(Cn2c(=O)[nH]c3ccsc3c2=O)cc1,0%,2%,-3%,1.1%,-15%,
COc1ccccc1NS(=O)(=O)c1cccc(C(=O)NCC(C)(C)N2CCOCC2)c1,-12%,-5%,-6%,2.0%,-12%,
COCCNC(=O)CN(C(=O)CCC(=O)Nc1ccccn1)c1ccccc1F,-1%,-1%,-17%,2.6%,-2%,
N#CC(c1ccc(Cl)cc1)(c1ncc(C(F)(F)F)cc1Cl)N1CCOCC1 (stereo not drawn),3%,-1%,26%,1.1%,12%,
COC(=O)C1=CN(C)C=C(C(=O)OC)C1c1ccsc1,.,.,.,8.3%,0%,
Cc1ccc(C(=O)NC(=S)Nc2ccccc2C(F)(F)F)cc1,9%,8%,48%,i,10%,
O=C(c1ccc(Cl)cc1)N1CCN(c2ccnc3cc(Cl)ccc23)CC1,.,.,.,5.6%,-3%,
COc1cccc(-n2nnnc2SCC(=O)NC2CCCCC2)c1,1%,0%,15%,1.7%,-6%,
CC(C)c1nc2c(s1)CCc1onc(-c3cccc([N+](=O)[O-])c3)c1-2,-1%,-9%,-3%,0.3%,0%,
O=C(Nc1cccc(C(F)(F)F)c1)Nn1cnnc1,-5%,-4%,0%,2.4%,8%,
CCN(CC(=O)NCc1ccc(F)cc1)C(=O)C1CCN(C(=O)Nc2ccccc2)CC1,12%,0%,7%,i,-7%,
O=C(Nc1ccc(F)cc1)Nc1nnc(-c2ccncc2)s1,5%,-11%,31%,2.5%,-8%,
O=C(OCC(=O)c1c[nH]c2ccccc12)c1cc(Br)ccc1O,-2%,9.2µM*,?,3.9%,-10%,
CSc1ncc(C(=O)Nc2ccc(Br)cn2)c(C)n1,5%,0.93µM*,?,i,5%,
CC1CCCC/C1=N\NS(=O)(=O)c1ccc(Br)cc1 (stereo not drawn),-13%,-5%,.,1.4%,5%,
COc1cc(C#Cc2c(-c3cncn3C)n(C)c3ccc(-c4cnc(OC)nc4)cc23)cc(OC)c1,.,?,54%,7.2%,5%,inhibitors of VEEV 10K pilot screen=0.0
CCn1nc(-c2ccccc2)c2nc3ccccc3nc21,-96%,-10%,3%,0.8%,-25%,

# Arranged by molecular weight (ascending): 3 of the compounds above.
SMILES,PhoP GFP inhibition,M. tuberculosis HTS,M. tuberculosis,inhibitors of VEEV,H1N1 NS1A inhibition,others
O=C(Nc1cccc(C(F)(F)F)c1)Nn1cnnc1,-5%,-4%,0%,2.4%,8%,
CCn1nc(-c2ccccc2)c2nc3ccccc3nc21,-96%,-10%,3%,0.8%,-25%,
CC(C)c1nc2c(s1)CCc1onc(-c3cccc([N+](=O)[O-])c3)c1-2,-1%,-9%,-3%,0.3%,0%,
